# TRPC4 PAM: allosteric potentiators of mouse TRPC4 channel | HEK293 TRPC4beta/mu-opioid, DAMGO EC20, Fluo-4 Ca2+ flux; stronger effect = higher value | B-score at 10 µM | 310,000 tested, 0.42% active;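 active = B-score of calcium response area above 5 SD of library B-scores, with initial fluorescence ratio within 5 SD of library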;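 note: B-score of integrated fluorescence ratio over time as area under calcium response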
# MrgX1 ag: human MrgX1 receptor agonism, primary screen; MrgX1-HEK293 cells, Fluo-4 calcium fluorescence, agonist mode; stronger effect = higher value; 310,000 tested, 0.44% active; Q96LB2; B-score at 10 µM;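 active = calcium response B-score plate-corrected fluorescence ratio at least 3 library SD, with starting fluorescence B-score inside 5 SD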
# Target sequence (Q96LB2 whole entry, looked up): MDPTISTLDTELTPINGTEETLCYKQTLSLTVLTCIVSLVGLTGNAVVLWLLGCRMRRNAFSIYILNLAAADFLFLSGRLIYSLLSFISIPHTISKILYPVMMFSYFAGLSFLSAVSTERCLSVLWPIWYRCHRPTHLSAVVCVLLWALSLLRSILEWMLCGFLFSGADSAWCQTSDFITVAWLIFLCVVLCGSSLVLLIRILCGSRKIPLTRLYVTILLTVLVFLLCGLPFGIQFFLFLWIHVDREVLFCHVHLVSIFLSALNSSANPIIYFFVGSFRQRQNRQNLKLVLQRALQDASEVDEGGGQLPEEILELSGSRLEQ
#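 Test system: Stable human MrgX1 HEK293 cell line | Schedule: Overnight plating before 1 h dye loading | Read-out basis: Baseline-normalised fluorescence change ratio, B-scored | Detection: Kinetic calcium dye fluorescence, Fluo-4 NW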
# TRPC6 inh: inhibitors of mouse TRPC6 channel | Q61143 | HEK293-TRPC6, membrane potential dye, ACh-evoked depolarization; stronger effect = lower value | B-score at 10 µM | 310,000 tested, 1.1% active;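 active = B-score under library mean minus 3 SD, initial fluorescence not abnormally high, positive integrated signal ratio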;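 note: B-score derived from integrated fluorescence ratio over the kinetic read; more negative B-score means stronger inhibition of depolarization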
# TRPC4 block: blocks the mouse TRPC4 cation channel; Q9QUQ5; HEK293 TRPC4beta/mu-opioid, DAMGO-evoked Fluo4 calcium flux; stronger effect = lower value; B-score at 10 µM; 300,000 tested, 0.39% active;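 active = B-score over 3 SD under the library average, no early fluorescence shift, positive overall ratio signal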
#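 Assay system: TRPC4beta/mu-opioid receptor HEK293 cell line; compound dosing: single concentration per test compound; detection: Fluo4 Ca2+ flux fluorescence; evaluation: per-well B score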
# TRPC4 agonist: activators of mouse TRPC4 channel; HEK293 TRPC4beta/mu-opioid, Fluo4 calcium fluorescence; stronger effect = higher value; AID 2237; B-score at 10 µM; Q9QUQ5; 310,000 tested, 0.49% active;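 active = B-score above 5 SD of library B-scores, and initial fluorescence ratio not above library mean plus 5 SD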;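 note: positive B-score marks a calcium rise read as TRPC4 activation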
#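 System – HEK293 cells stably co-expressing mouse TRPC4beta and mu-opioid receptor · Signal – Fluo4 calcium-sensitive dye fluorescence, kinetic, 1 Hz baseline · Benchmarks – buffer (low) and maximal DAMGO (high) · Read-out – B score of integrated fluorescence ratio per well · Incubation – dye loading 45 min room temperature, 110 s kinetic read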
# MrgX1 antag: antagonists of human MrgX1 receptor; MRGX1-HEK293 calcium flux, Fluo-4, BAM8-22 antagonism; stronger effect = lower value; B-score at 10 µM; 310,000 tested, 1.3% active;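 active = calcium-response B-score plate-corrected more than 3 library SD below zero, starting fluorescence within 5 deviations, no agonist response on first addition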;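 note: peak minus trough fluorescence over baseline after final BAM8-22 challenge near maximal dose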
# HIF act: HIF pathway transcriptional activation; U2OS HRE-luciferase reporter, luminescence; normalized: DMSO 0%, desferrioxamine 100%; activation, % at 7.5 µM (by protocol); 300,000 tested, 0.32% active;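 active = mean activation of at least 10% of the iron chelator positive control signal, with at least half of replicates also reaching 10%; inconclusive = mean and replicate majority disagree about reaching 10%; inactive = mean and most replicates under 10%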
# MrgX1 PAM: allosterically activates human MrgX1 receptor signaling | Q96LB2 | MrgX1-HEK293, Fluo-4 calcium flux, FDSS; stronger effect = higher value | B-score at 10 µM | 310,000 tested, 0.63% active | AID 588675;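 active = plate-corrected calcium response at least 3 library SD above typical, normal starting fluorescence, not activating the receptor alone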;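 note: compound read alongside a low EC10 to EC30 dose of BAM8-22 agonist; peak minus trough fluorescence over baseline measured at the second addition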
# TRPC6 act: mouse TRPC6 channel activation. Q61143. HEK293-TRPC6 membrane potential dye fluorescence; stronger effect = higher value. B-score at 10 µM. 310,000 tested, 0.13% active;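 active = B-score of the integrated fluorescence ratio above library mean plus 3 SD, and starting fluorescence ratio within library mean plus 5 SD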;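 note: higher score means more depolarization so channel activation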
# AI-2 QS mod: modulators of Vibrio harveyi AI-2 quorum sensing system | Vibrio harveyi JMH597 AI-2 luminescence/OD600 ratio, 9 h; stronger effect = lower value; strain lacks LuxN and CqsS sensors; 0 = neutral-control median | activity change, % at 7.5 µM | 300,000 tested, 0.4% active | AID 2094; in the data active = activity change below about -75%, passing the limit was not always enough; inconclusive = no clear call, values can overlap the other calls;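 note: luminescence divided by OD600 gain over 9 h not by final OD600 alone; inactives centre near 13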
# PolyA inh: blocks polyadenylation in yeast reporter cells; 300,000 tested, 0.02% active; S. cerevisiae SKY197-pL101 polyadenylation reporter, beta-gal luminescence; efflux-impaired pdr1/pdr3 knockout yeast; score 100 = 6 SD above DMSO; calls only at 12 µM;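 active = lowest replicate activity score at least 50, where 100 means six control SD above control mean; inconclusive = lowest score under 50 but half or more replicates reach 50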;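 note: yeast exposed to compound for 9 h at 30 °C; higher score means more reporter readthrough which indicates perturbed polyadenylation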
# * marks the source's active call; other numbers are inactive results; i = inactive; u = inconclusive; x = no result given. This is a subset, so the mix of outcomes need not match the whole.
SMILES,TRPC4 PAM,MrgX1 ag,TRPC6 inh,TRPC4 block,TRPC4 agonist,MrgX1 antag,HIF act,MrgX1 PAM,TRPC6 act,AI-2 QS mod,PolyA inh
O=C(CSc1nnc(-c2cccnc2)o1)Nc1ccccn1,i,i,i,i,i,i,1.5,i,i,19.5,i
CN1/C(=C\C(=O)c2cccnc2)Sc2ccccc21,i,i,i,i,i,i,1.4,i,i,18.4,i
Cc1cc2nc(-c3ccc4c(c3)CCC4)ccn2n1,i,i,i,i,i,i,1.6,i,i,7.5,i
O=C(O)c1cc(-c2cccc([N+](=O)[O-])c2)nc2ccccc12,i,i,i,i,i,i,1.7,i,i,17.1,i
CC(=O)N1CCC2(CC1)CC(=O)c1cc(OCC(=O)NCc3ccc(C)cc3)ccc1O2,i,i,i,i,i,i,0.1,i,i,40.9,i
COc1ccc(OCCCC(=O)Nc2nccs2)cc1,i,i,i,i,i,i,-0.3,i,i,3.9,i
Cc1cc(C(=O)NCc2ccc(F)cc2)n(-c2ccccc2)n1,i,i,i,i,i,i,-0.3,i,i,15.9,i
COc1ccc(N(C(=O)c2snc(C(N)=O)c2N)C(C(=O)NCc2ccccc2)c2ccc(O)cc2)cc1OC (stereo not given),i,x,i,i,i,x,0.8,x,i,13.0,i
O=C(N/N=C/c1ccco1)C1CCCC1,i,i,i,i,i,i,-0.4,i,i,12.8,i
Cc1ccc(Sc2c(C)nn(C(=O)C3CC3)c2C)cc1,i,i,i,i,i,i,-0.5,i,i,-1.2,i
Cn1c(SCC(=O)c2ccccc2)nnc1C1COc2ccccc2O1 (stereo not given),i,i,i,i,i,i,1.0,i,i,17.0,i
CCOC(=O)N1CCN(S(=O)(=O)c2ccc(OC)c(OC)c2)CC1,i,i,i,i,i,i,-0.5,i,i,20.8,i
O=C(NCCCc1ccccc1)C1CCN(c2nnc(-n3cccc3)s2)CC1,i,i,i,i,i,i,0.7,i,i,0.4,i
CCOC(=O)c1ccc(NC(=O)c2nc[nH]c2C(=O)N2CCC(C)CC2)cc1,i,i,i,i,i,i,-0.3,i,i,24.7,i
CC(=O)N1CCc2cc(Br)cc(S(=O)(=O)N3CCN(C(=O)c4ccco4)CC3)c21,i,i,i,i,i,i,-0.4,i,i,0.8,i
CCOC(=O)C1(Cc2cccc(OC)c2)CCN(Cc2cnc(C)s2)CC1,i,i,i,i,i,i,-0.3,i,i,21.4,x
CCCc1cc(=O)[nH]c(SCC(=O)c2[nH]c(C)c(C(=O)OCC)c2C)n1,i,i,i,i,i,i,0.0,i,i,10.8,i
COCc1cc(C)c2c(N)c(C#N)sc2n1,i,i,i,i,i,i,0.1,i,i,14.6,x
O=C(Cn1ncc2c3ccccc3n(Cc3ccccc3F)c2c1=O)NCCCN1CCCC1=O,i,i,i,i,i,i,0.3,i,i,7.4,i
CCOC(=O)N(NC(=O)C(O)(CC(C)C)CC(C)C)c1ccccc1,i,i,i,i,i,i,-0.3,i,i,2.3,i
O=C(NCc1ccc(N2CCCC2=O)cc1)Nc1cccc2ccccc12,i,i,i,i,i,i,-27.9,i,i,14.1,i
O=C(Nc1ccccn1)C1CCN(c2ncnc3c2nc2n3CCCCC2)CC1,i,i,i,i,i,i,-0.4,i,i,x,i
O=C(Cc1ccccc1)Nc1cccc(NC(=O)c2ccccc2)c1,i,i,i,i,i,i,-6.3,i,i,4.2,i
COc1cc(NC(=O)COc2cccc(C)c2C)ccc1NC(=O)c1ccco1,i,i,i,i,i,i,-1.2,i,i,25.8,i
O=C(CSc1nnc(CNc2ccc(F)cc2)o1)N1CCN(C(=O)c2ccco2)CC1,i,i,i,i,i,i,-0.4,i,i,30.0,i
CCSc1nnc(NC(=O)Cn2cnc3ccccc3c2=O)s1,i,i,i,i,i,i,0.0,i,i,-80.6*,i
Cc1cc(C)n(/N=C/c2cccs2)c(=O)c1C#N,i,i,i,i,i,i,0.1,i,i,12.5,i
O=C(CSc1nnc(C2CCCCC2)n1Cc1ccccc1)NCc1ccco1,i,i,i,i,i,i,-0.5,i,i,19.4,i
CCc1ccc(Oc2nnnn2-c2ccc(C(N)=O)cc2)cc1,i,i,i,i,i,i,-0.8,i,i,6.0,i
O=C(CN1CCOCC1)N1CCc2ccccc2C(c2ccccc2)C1 (stereo not given),i,i,i,i,i,i,0.1,i,i,14.1,i
Cc1nc(CC(=O)Nc2nc(-c3ccccc3)cs2)cs1,i,i,i,i,i,i,1.1,i,i,17.0,i
N#Cc1c(SCC(=O)O)nc(N2CCCCC2)c2c1CCCC2,i,i,i,i,i,i,-0.1,i,i,22.8,i
CC(C)C12CN(C(=O)c3ccccc3[N+](=O)[O-])CC(C(C)C)(CN(C(=O)c3ccccc3[N+](=O)[O-])C1)C2=O,i,i,i,i,i,i,-0.3,i,i,16.3,i
O=C(NCC(=O)N(c1cccnc1)C(C(=O)NC1CCCC1)c1ccccc1F)c1ccco1 (stereo not given),i,i,i,i,i,i,-0.1,i,i,15.3,i
N/C(=N\c1nc(CSc2nnnn2-c2ccccc2)cc(=O)[nH]1)Nc1ccccc1,i,i,i,i,i,i,-0.2,i,i,5.0,i
O=S(=O)(c1cccc(NC(=S)N2CCN(c3cccc(Cl)c3)CC2)c1)C(F)F,i,i,i,i,i,i,-0.1,i,i,17.2,i
CCOC(=O)C1[C@H]2C(=O)N(C(C)c3ccc(OC)cc3)C[C@]23C=C[C@H]1O3 (stereo not given in full),i,i,i,i,i,i,0.1,i,i,-17.4,i
CC(C)Nc1nnc(SCC(=O)c2c(N)n(Cc3ccccc3)c(=O)n(C)c2=O)s1,i,i,i,i,i,i,-0.6,i,i,19.7,i
O=C1CN(Cc2ccccc2)C(=NCc2ccco2)S1,i,i,i,i,i,i,-0.3,i,i,2.5,i
CC1CCN(C(=O)C(NS(=O)(=O)c2cccc3nsnc23)C(C)C)CC1 (stereo not given),i,i,i,i,i,i,-0.6,i,i,64.1,i
COc1ccc(OCCCC(=O)OCC(=O)Nc2ccc(Cl)cn2)cc1,i,i,i,i,i,i,-0.6,i,i,27.2,i
Cc1cc(OC(=O)c2cc(Cl)ccc2Cl)c([N+](=O)[O-])c(=O)[nH]1,i,i,i,i,i,i,0.1,i,i,18.8,i
CC(Sc1ccc(Cl)cc1)C(=O)NNC(=O)c1csc(N2CCOCC2)n1 (stereo not given),i,i,i,i,i,i,0.7,i,i,u,i
CC(C)(C)C1CCC(=NNC(=O)c2ccc(Br)o2)CC1 (stereo not given),i,i,i,i,i,i,1.4,i,i,6.6,i
CC(NC(=O)/C=C/c1cnc2ccccc2n1)C12CC3CC(CC(C3)C1)C2 (stereo not given),i,i,i,i,i,i,-0.5,i,i,20.0,i
COC(=O)c1c(C)[nH]c(C=Nc2ccc(OC)cc2)c1C,i,i,i,i,i,i,1.2,i,i,x,i
COc1cc(C(=O)NNC(=S)NC(=O)c2ccccc2C)cc(OC)c1OC,i,120*,i,i,i,i,0.2,i,i,15.1,i
COc1ccc(CC2C(=O)OC(C)(C)OC2=O)cc1,i,i,i,i,i,i,x,i,i,1.6,i
CCC(C)n1[nH]c(=O)cc1N (stereo not given),i,i,i,i,i,i,-0.4,i,i,16.2,i
Cc1nn(C)c(C)c1NC(=O)CSc1nnc(C)n1-c1ccccc1,i,i,i,i,i,i,-0.5,i,i,17.2,i
COC(=O)c1ccc(C23CC4(C2)[C@H](CN(Cc2ccc(C(F)(F)F)cc2)[C@@H]4c2ccccc2)C3c2ccc(C(F)(F)F)cc2)cc1 (stereo not given in full),i,x,i,i,i,x,0.2,x,i,10.7,i
CC(=O)Nc1ccc(S(=O)(=O)NNC(=O)NC23CC4CC(CC(C4)C2)C3)cc1,i,i,i,i,i,i,-11.9,i,i,8.5,i
Cc1ccc(C)c(C(=O)CSc2nnnn2C(C)C)c1,i,i,i,i,i,i,2.5,i,i,14.6,i
COc1cccc(C2=Nc3cccc4cccc(c34)N2)c1,i,i,-8.12*,i,i,i,-0.2,i,i,-21.1,x
O=C(O)C(Cc1ccccc1)n1cnnn1 (stereo not given),i,i,i,i,i,i,-0.3,i,i,2.5,i
O=C(COC(=O)c1ccccc1NC(=O)c1ccco1)NC1CC1,i,i,i,i,i,i,-0.2,i,i,40.5,i
CCN1CCN(c2ccc(NC(=O)c3ccc(Br)o3)cc2)CC1,i,x,i,i,i,x,3.7,x,i,8.6,i
COc1ccccc1OCCC(=O)OCC(=O)Nc1ccc(S(=O)(=O)N2CCOCC2)cc1,i,i,i,i,i,i,0.0,i,i,-2.8,i
CC(C)c1nc(CN2CCCCC2)cc(=O)[nH]1,i,i,i,i,i,i,-0.4,i,i,8.0,i
CCn1c(=O)cc(N2CCC3(CC2)OCCO3)[nH]c1=O,i,i,i,i,i,i,0.2,i,i,12.2,i

# Continued:
SMILES,TRPC4 PAM,MrgX1 ag,TRPC6 inh,TRPC4 block,TRPC4 agonist,MrgX1 antag,HIF act,MrgX1 PAM,TRPC6 act,AI-2 QS mod,PolyA inh
CS(=O)(=O)N(CCCC(=O)N1CCCCCC1)c1cccc(Cl)c1,i,i,i,i,i,i,0.2,i,i,-3.5,i
OCC[C@@H]1C[C@H](O)[C@@H](O)[C@]2(Cc3ccccc3CCO2)O1,i,i,i,i,i,i,0.7,i,i,-9.6,i
CCCCOc1nc(N)nc(-c2ccccc2)n1,i,i,i,i,i,i,0.0,i,i,28.0,i
COc1ccc(NC(=O)CS(=O)CC(=O)N2CCN(C3CCCC3)CC2)cc1 (stereo not given),i,i,i,i,i,i,0.6,i,i,16.0,i
CCOC(=O)c1cccc(N2C(=O)c3ccccc3S2(=O)=O)c1,i,i,i,i,i,i,-0.1,i,i,13.4,i
CC1(OC(=O)CCc2ccccc2)C(=O)C=C2C=C3CCCN3C=C2C1=O (stereo not given),i,i,i,i,i,i,-0.3,i,i,13.5,i

# Screens (PubChem)
